# Compound activity: PubChem, several laboratories
# Pemphigus Ab inh: human desmoglein-3 autoantibody binding inhibition; P32926; DSG3-coupled beads, scFv-anti-DSG3-GFP binding, flow cytometry; stronger effect = lower value; binding (percent of control), % at 10 µM; 310,000 tested, 0.48% active; AID 588358;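 active = binding more than 3 SD below its plate's average and above zero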;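 note: hits lower antibody fragment binding to DSG3; some compounds called inactive have numbers as strong as hits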
# V-ATPase pHluor: regulators of yeast V-ATPase proton transport; response, % at 10 µM; AID 504577; S. cerevisiae, pHLuorin cytosolic pH fluorescence; 350,000 tested, 0.37% active; in the data active = response mostly above about 7.3%, no sharp cut-off; inactive = mostly below about 5.4%; note: actives read high; inactives centre near 0; some compounds called inactive have numbers as strong as hits
# DAGLB inhibitor: blocks human DAGLB lipase activity; Q8NCG7; HEK293T DAGLB membrane lysate, EnzChek fluorogenic substrate; inhibition, % at 5.17 µM; 340,000 tested, 0.059% active; AID 504411; in the data active = inhibition above about 34%;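 note: 0% = enzyme with vehicle and 100% = wells lacking enzyme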
# NSD2 inh: blocks human histone methyltransferase NSD2 | inhibition, % at 12.5 µM | AID 743445 | NSD2 peptide methylation, AlphaScreen, 120 min | 310,000 tested, 0.54% active; in the data active = inhibition above about 50%
# CAL PDZ FP-1: human CAL PDZ-peptide interaction inhibition | Q9HD26 | 330,000 tested, 0.02% active | inhibition, % at 20 µM | purified CAL PDZ, TMR-peptide fluorescence polarization, 1 h | AID 504414;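 active = highest replicate inhibition of at least 40%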;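 note: plate controls were DMSO neutral control wells for no effect and unlabeled competitor peptide control wells for full effect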
#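 Read-out basis: mP drop reported as inhibition | Assay system: Tagged CAL PDZ protein CerCALP, purified | Benchmarks: Unlabelled peptide for full inhibition, DMSO wells as neutral | Schedule: 1 h incubation at room temperature before polarization reading | Buffer or medium: Sodium phosphate/NaCl buffer pH 7.4 with TCEP, IgG, Thesit | Doses: Single point, 20 µM | Measured by: Fluorescence polarization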
# LANA DNA inh: blocks KSHV LANA C-terminal domain binding to DNA | MBP-C-LANA/FAM-LBS DNA binding, fluorescence polarization | inhibition, % at 9 µM | 340,000 tested, 0.078% active | AID 504423;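 active = highest replicate inhibition at or above 60% at 9 µM, even if other replicates fall short; inactive = all replicates below 60% inhibition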;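 note: 0% = neutral control wells and 100% = 4 µM acridine orange control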
# Arrestin-AP2 inh: human beta-arrestin and AP2 interaction inhibition; inhibition, % at 10 µM; 340,000 tested, 0.31% active; FITC-arrestin peptide / GST-AP2 beads, flow cytometry; AP2 beta2 appendage carries R879A mutation;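 active = inhibition above a set limit, near 3 SD of compounds lacking own fluorescence, cut at about 54% in these data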;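 note: plate controls were DMSO wells for no effect and 5 µM unlabelled arrestin peptide for full effect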
#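 system = GST-tagged AP2 beta2-adaptin appendage (R879A) on 4 µm glutathione beads | reagent = FITC-labelled arrestin peptide probe, 50 nM final | schedule = compound with beads 12 min RT, then probe 1 h RT | signal = HyperCyt-sampled flow cytometry, FL1 channel, ex 488/em 535 nm | read-out = percent response from loss of bead-bound FITC fluorescence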
# RTF Ca sens inh: cardiac RTF calcium desensitization | IANBD-labeled cardiac RTF, Ca2+ fluorescence | 340,000 tested, 0.12% active | P19429+P45379 | inhibition, % at 7.15 µM;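 active = inhibition above the mean inhibition of all tested compounds plus 3 SD, cut at about 17% in these data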;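 note: assay run at fixed EC70 calcium of 1.6 mM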
# Keap1-Nrf2 PPI: disrupts human Keap1 binding to Nrf2 peptide. Keap1 Kelch-Nrf2 peptide fluorescence polarization, 1536-well. Q14145. inhibition, % at 9.4 µM. 340,000 tested, 0.15% active; in the data active = inhibition above about 12%;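 note: human Keap1 Kelch domain with fluorescein labeled Nrf2 9mer peptide probe; 0% = neutral control wells and 100% = peptide positive control; higher means more block of Keap1 binding to Nrf2 peptide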
# Target sequence (Q14145 whole entry, looked up, the tested form may be a part): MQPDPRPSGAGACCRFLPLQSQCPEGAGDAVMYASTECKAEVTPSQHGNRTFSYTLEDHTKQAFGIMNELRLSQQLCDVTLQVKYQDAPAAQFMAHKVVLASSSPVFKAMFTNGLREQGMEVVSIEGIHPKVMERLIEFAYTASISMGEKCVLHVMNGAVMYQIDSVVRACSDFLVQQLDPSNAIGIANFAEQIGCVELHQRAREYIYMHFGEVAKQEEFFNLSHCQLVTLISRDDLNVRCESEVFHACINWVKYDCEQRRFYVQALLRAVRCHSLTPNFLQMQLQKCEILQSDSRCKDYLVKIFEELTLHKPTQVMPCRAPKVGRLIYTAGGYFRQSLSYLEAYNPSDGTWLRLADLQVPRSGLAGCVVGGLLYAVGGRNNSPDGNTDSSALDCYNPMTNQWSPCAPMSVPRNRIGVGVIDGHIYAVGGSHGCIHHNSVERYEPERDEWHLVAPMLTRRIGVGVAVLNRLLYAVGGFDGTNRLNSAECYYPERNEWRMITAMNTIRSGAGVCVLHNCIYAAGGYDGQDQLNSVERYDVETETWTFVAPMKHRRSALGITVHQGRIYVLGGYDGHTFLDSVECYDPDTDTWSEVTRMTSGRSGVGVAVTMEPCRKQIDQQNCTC
# CAL PDZ FP-2: blocks peptide binding to the human CAL PDZ domain; Q9HD26; purified CAL PDZ, TMR-peptide fluorescence polarization, 1 h; inhibition, % at 24.9 µM; 300,000 tested, 0.92% active; AID 602252;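 active = mean inhibition of at least 30% with at least half of replicates also reaching 30%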;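 note: 0% = DMSO neutral control and 100% = excess unlabeled competitor peptide PRC23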
# The depositor's hits bear a star; . = no result given.
SMILES,Pemphigus Ab inh,V-ATPase pHluor,DAGLB inhibitor,NSD2 inh,CAL PDZ FP-1,LANA DNA inh,Arrestin-AP2 inh,RTF Ca sens inh,Keap1-Nrf2 PPI,CAL PDZ FP-2
CC(C)C1Cc2c(sc(NC(=S)NC(=O)c3ccccc3)c2C#N)CO1 (stereo not given),97.1,2.4,-1.7,-1.8,-2.4,-1.4,12.4,-3.5,-0.8,1.2
COC(=O)NCc1ccc(S(=O)(=O)N2CCOCC2)cc1,124.6,0.7,1.2,-0.8,-0.6,1.0,2.1,-6.6,-5.4,-2.0
COCCOC(=O)C1=C(C)Nc2nc(C)nn2C1c1ccccc1 (stereo not given),93.4,5.7,-3.5,8.9,-1.6,0.6,13.2,-6.2,5.7,.
Cc1ccc(C(=O)Nc2ccnc(-c3ccncc3)n2)cc1,105.0,-0.5,-9.9,-0.9,-1.7,-0.2,-6.4,1.2,-4.1,-4.8
CCn1cnc2c1c(=O)n(CC(=O)Nc1ccc3c(c1)OC(F)(F)O3)c(=O)n2Cc1ccccc1,103.0,-4.7,0.2,-1.0,-0.7,-1.9,4.3,-4.1,-7.5,4.2
COc1cccc(NC(=O)CN(C)C(=O)c2ccc(COc3ccccc3)o2)c1,99.0,1.6,-2.3,-1.1,-4.5,-2.0,4.2,-8.8,-7.7,.
Cc1cccc(NC(=S)NC2CCCC2)n1,101.0,-1.5,0.9,-0.6,-7.4,1.8,-110.9,-4.5,-5.9,-0.5
Cc1ccsc1-c1nc(CSCC(=O)NCc2ccc3c(c2)OCO3)c(C)o1,96.5,-3.2,-6.2,.,-1.1,-1.2,-6.1,5.0,-3.5,-5.2
O=C(O)C1CCCCC1C(=O)NCc1ccc(Cl)c(Cl)c1 (stereo not given),104.1,2.2,0.0,-3.2,0.1,0.7,-12.1,1.3,-0.6,.
NC(=O)c1cc(S(=O)(=O)N2CC=C(c3ccccc3)CC2)cs1,97.7,-2.5,1.9,-3.7,-0.8,0.8,5.2,2.6,-2.5,4.8
Cc1ccc2nc(NCCO)nc(-c3ccccc3)c2c1,107.3,1.4,0.6,-6.3,-2.0,0.7,13.1,-5.1,5.0,.
CC(=O)c1cccc(NC2c3ncccc3C(=O)N2Cc2ccco2)c1 (stereo not given),95.8,-7.0,-0.4,-0.7,-0.2,-1.6,20.7,-1.1,-2.6,-2.9
Cn1c(=O)[nH]c(=O)c2c1nc(Br)n2CCSc1nnnn1-c1ccccc1,123.5,-2.6,1.5,7.5,-1.3,-0.3,-3.1,-6.3,-0.4,-2.8
CCOC(=O)C1CCN(S(=O)(=O)c2ccc3c(c2)CCCN3C(C)=O)CC1,.,4.2,2.5,-4.3,-1.5,0.9,4.9,0.7,-2.3,-0.3
O=C(NCCS(=O)(=O)N1CCN(c2ccccc2F)CC1)C1CC(=O)N(c2ccc(F)cc2)C1 (stereo not given),97.2,-0.7,2.0,-2.7,-2.4,-0.7,1.6,-7.4,1.2,-2.4
CCSC1=C(C#N)C(c2ccccc2OC)CC(=O)N1 (stereo not given),98.0,-1.7,-3.0,.,0.6,-0.6,2.8,-4.2,-3.4,.
COc1cccc(Oc2nnnn2-c2ccccc2)c1,96.1,-1.1,-1.8,13.6,-1.4,0.6,1.5,-3.9,-2.7,-1.8
CCOC(=O)COc1ccc(S(=O)(=O)NCc2ccncc2)cc1,97.6,-2.6,-3.0,-5.1,-3.2,0.0,7.3,3.0,4.4,-0.7
COc1ccccc1N1C(=O)CC1(C#N)c1ccc(OCc2ccccc2)cc1 (stereo not given),102.2,1.1,-5.4,-4.6,-0.8,-0.7,-6.1,-44.3,3.0,.
CC1CC(C)CN(C(=O)c2cc(S(=O)(=O)N3CCCCC3)ccc2Cl)C1 (stereo not given),114.3,-0.6,-8.3,20.7,-0.4,0.0,6.6,-4.9,-5.8,1.6
O=C(CCc1ccc(S(=O)(=O)N2CCOCC2)cc1)Nc1ccc2ccccc2c1,97.8,1.2,0.5,11.2,-1.6,0.0,-2.0,-0.1,-1.6,-1.7
O=C(CC1C(=O)NCCN1C/C=C/c1ccccc1)NCCc1ccncc1 (stereo not given),100.5,-0.1,-0.9,-3.1,-0.6,-1.6,-5.5,-6.3,-2.0,-0.6
Cc1csc(=O)n1CC(=O)Nc1nc2ccccc2s1,98.5,0.6,2.8,-2.3,0.3,-0.5,-11.9,-11.7,4.4,-3.3
COc1ccc(NCc2nnc(SCC(=O)N3CCCc4ccccc43)n2C)cc1,98.6,-0.7,1.8,2.7,-1.2,2.0,8.6,-5.3,1.8,-10.0
CC1(C)CC(=O)C(=Cc2cn(-c3ccccc3)nc2-c2ccccc2)C(=O)C1,88.6,-3.0,2.9,12.6,0.7,-0.7,9.4,-16.9,-0.3,5.1
O=C(CCNc1n[nH]c(=O)[nH]c1=O)N/N=C/c1ccc(Cl)cc1,78.8,-4.2,-1.2,-0.4,-0.5,-1.5,-0.9,3.5,-4.5,-1.6
COc1ccc(C2CC(=O)c3sc(NC(C)=O)nc3C2)cc1 (stereo not given),95.0,4.7,0.5,3.9,-1.3,-0.2,5.8,-3.6,-2.0,-3.5
CC(OC(=O)c1ccc2ccccc2n1)C(=O)c1ccccc1 (stereo not given),98.8,-3.9,-4.5,0.4,-3.0,0.6,-6.7,-4.3,-6.8,-2.4
COCCN(C(=O)c1csnn1)C(C(=O)NC1CCCCC1)c1ccc(Cl)cc1 (stereo not given),.,-2.4,0.4,-2.5,-2.8,-0.7,2.6,3.2,-6.4,-1.7
CCOC(=O)c1c(NC(=O)CSc2nnc(-c3ccccc3)o2)sc(C(C)=O)c1C,73.1,-3.0,-0.3,4.7,-1.1,1.7,22.4,-5.4,-5.2,-1.4

# 3 of these compounds in a different format:
SMILES | Pemphigus Ab inh | V-ATPase pHluor | DAGLB inhibitor | NSD2 inh | CAL PDZ FP-1 | LANA DNA inh | Arrestin-AP2 inh | RTF Ca sens inh | Keap1-Nrf2 PPI | CAL PDZ FP-2
Cn1c(=O)[nH]c(=O)c2c1nc(Br)n2CCSc1nnnn1-c1ccccc1 | 123.5 | -2.6 | 1.5 | 7.5 | -1.3 | -0.3 | -3.1 | -6.3 | -0.4 | -2.8
CCSC1=C(C#N)C(c2ccccc2OC)CC(=O)N1 (stereo not given) | 98.0 | -1.7 | -3.0 | . | 0.6 | -0.6 | 2.8 | -4.2 | -3.4 | .
Cc1cccc(NC(=S)NC2CCCC2)n1 | 101.0 | -1.5 | 0.9 | -0.6 | -7.4 | 1.8 | -110.9 | -4.5 | -5.9 | -0.5

# Some entries already given, showing only Keap1-Nrf2 PPI, Pemphigus Ab inh and V-ATPase pHluor:
smiles,Keap1-Nrf2 PPI,Pemphigus Ab inh,V-ATPase pHluor
O=C(CCc1ccc(S(=O)(=O)N2CCOCC2)cc1)Nc1ccc2ccccc2c1,-1.6,97.8,1.2
O=C(CC1C(=O)NCCN1C/C=C/c1ccccc1)NCCc1ccncc1 (stereo not given),-2.0,100.5,-0.1
Cc1csc(=O)n1CC(=O)Nc1nc2ccccc2s1,4.4,98.5,0.6

# New compounds follow:
SMILES,Pemphigus Ab inh,V-ATPase pHluor,DAGLB inhibitor,NSD2 inh,CAL PDZ FP-1,LANA DNA inh,Arrestin-AP2 inh,RTF Ca sens inh,Keap1-Nrf2 PPI,CAL PDZ FP-2
Cc1cccc(-c2ccc3c(c2)C2CC3CCN2)c1 (stereo not given),108.7,-0.2,1.2,.,-2.2,0.4,39.9,-9.0,2.1,-5.6
O=C(N/N=C/c1cc(Br)c(Br)o1)c1cccnc1,101.5,0.8,-1.9,45.5,-3.6,10.6,.,8.2,0.2,-2.0
CN1CCN(C(=O)C2CC(=O)N(c3ccc(F)c(Cl)c3)C2)CC1 (stereo not given),101.0,-3.0,-1.3,.,-0.7,-0.7,-1.5,-1.4,-3.8,.
COc1ccc(C2CC(c3ccc(Cl)cc3)=NN2C(C)=O)cc1 (stereo not given),110.1,1.0,-4.9,54.5*,0.7,-1.9,-4.9,-2.6,-4.9,.
O=C(CN1CCC(c2nc3ccccc3s2)CC1)NCc1ccccc1,.,0.0,-1.7,0.7,-0.8,-1.4,-6.2,1.8,-7.1,12.6
CC(=O)Nc1ccc2nc(NC(=O)COc3ccccc3)sc2c1,99.9,-3.4,0.9,-0.5,-4.6,4.8,-29.3,-0.7,3.0,2.8
Cc1ccc(-c2csc(C3=C(O)CN(NC(=O)c4ccc([N+](=O)[O-])cc4)C3=N)n2)cc1,98.3,-1.3,-0.2,-3.5,0.9,0.6,35.5,5.1,-1.3,-2.0
Cc1cc2c(c(=O)o1)C(C13C=CC(CC1)C3)C(C#N)=C(N)O2 (stereo not given),.,-3.0,0.6,0.5,-2.0,1.1,2.2,-7.3,-1.9,8.6
CC[C@H](C)[C@H](NC(N)=O)C(=O)NCCc1ccc(Cl)cc1Cl,.,-1.1,.,-0.3,-0.5,-4.1,27.3,.,1.2,-4.1
O=C(Cc1ccc(-n2c(=O)c3ccccc3n(Cc3ccccc3F)c2=O)cc1)NCC1CCCO1 (stereo not given),115.3,4.5,-0.3,-2.0,-0.2,-2.3,5.2,3.9,-1.6,.
COc1ccc(NC(=O)C2CC(=O)N=C(N)S2)cc1 (stereo not given),110.9,6.6,0.4,-1.9,0.6,0.3,2.7,-4.5,-0.2,-3.1
Oc1c(CN2CCOCC2)cc(COCc2ccccc2)c2cccnc12,95.8,-4.3,2.5,-0.1,-1.8,-1.8,19.3,-1.0,-3.1,-4.7
N#CC1=C(N)NC(SCC(=O)Nc2ccccc2)=C(C#N)C12CCCCC2,90.7,-0.3,2.5,0.3,-2.2,-1.6,3.2,-8.3,-4.6,-1.3

# This is a subset; the hit share may differ from the screen's.
